# BAZ2B block: BAZ2B (human) inhibition. Q9UIF8. AlphaScreen BAZ2B-H3K14Ac peptide displacement. Potency, µM (doses to about 114 µM), for the others: at the top dose activity change, negative = inhibition, most hits filed as inhibitors. 360,000 compounds, 4.4% hits. AID 504333; note: potency is the fitted concentration of half-maximal effect; % is set by controls: 0 for no effect and ±100 for the full control effect; nearly all actives have a fitted effect of over 60% in size
#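 Compounds, titrated to a top concentration of 110 uM, were incubated 30 min at room temperature with preformed BAZ2B/acetyl-K14 H3 peptide complex (50 nM each). Proximity signal was measured by AlphaScreen after 20 min with beads.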
# JMJD2A Tudor: JMJD2A Tudor domain (human) inhibition; Potency, µM (titrated, usually from 114 µM), for inactives: top-dose activity change, negative = inhibition, hits mostly inhibitors; 390,000 compounds, 4.4% hits; AlphaScreen JMJD2A-Tudor / H3K4me3 peptide binding; O75164; note: potency is the fitted concentration of half-maximal effect; % is set by controls: 0 for no effect and ±100 for the full control effect; nearly all actives have a fitted effect of over 50% in size
# PI4K2A inh: blocks human PI4K2A kinase activity; Q9BTU6; purified PI4K2A, ADP-Glo luminescence, 1 h; stronger effect = lower value; activity change, negative = inhibition, % at 76.9 µM; 420,000 compounds, 0.13% hits; AID 1346378; in the data active = activity change below about -50%; inconclusive = mostly about -30% to -49%;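 note: -100% = wells without enzyme as full effect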
#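 Compounds are screened against recombinant PI4K2A using PI as substrate and ATP, the latter dispensed at 300 microM. Reactions run one hour at ambient temperature before ADP-Glo detection; full inhibition defined by wells lacking enzyme.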
# G9a inh: G9a (human) methyltransferase inhibition | Potency, µM (series often up to 102 µM), for the others: at the highest dose activity, negative = inhibition, most hits filed as inhibitors | 350,000 compounds, 8.8% hits | G9a H3K9 monomethylation, AlphaScreen, 2 h | Q96KQ7; note: potency is the fitted concentration of half-maximal effect; % is set by controls: 0 for no effect and ±100 for the full control effect; nearly all actives have a fitted effect of over 75% in size
# Target sequence (Q96KQ7 913-1193 limits assumed): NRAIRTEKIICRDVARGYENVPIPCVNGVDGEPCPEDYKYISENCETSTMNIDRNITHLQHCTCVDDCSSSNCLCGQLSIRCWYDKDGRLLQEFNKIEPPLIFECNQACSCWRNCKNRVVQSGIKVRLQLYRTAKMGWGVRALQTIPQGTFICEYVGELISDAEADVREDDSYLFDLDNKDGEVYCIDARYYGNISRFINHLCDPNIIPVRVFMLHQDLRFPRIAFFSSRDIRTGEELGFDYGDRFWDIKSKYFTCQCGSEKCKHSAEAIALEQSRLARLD
#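 Methyltransferase reactions run at room temperature for 2 h (20 nM enzyme, 500 nM biotin-H3K9 peptide, 20 uM SAM) after a 15 min compound preincubation; product detected by AlphaScreen beads and anti-H3K9me1 antibody.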
# GLS inhibitor: blocks human kidney-isoform glutaminase activity | O94925 | GLS enzymatic activity, qHTS titration | Potency, µM (top dose mostly 45.5 µM), for the others: at the top dose activity change, negative = inhibition, most hits filed as inhibitors | 410,000 compounds, 0.21% hits; note: potency is the fitted concentration of half-maximal effect; % is set by controls: 0 for no effect and ±100 for the full control effect
#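 Compounds were pin-transferred onto hKGA, after which L-glutamine (1 mM solution) and a detection mix of glutamate oxidase, HRP and Amplex Red were added. Initial and 30 min RT fluorescence reads were collected.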
# Pin1 inhibitor: inhibitors of human Pin1; Q13526; Pin1 FP peptide displacement, HiFluor488, 10 min; Potency, µM (series often up to 115 µM), for the others: at the highest dose activity, negative = inhibition, actives largely listed as inhibitors; 390,000 compounds, 0.009% hits; AID 504891; active = well fitted inhibition curve with a large enough effect in the polarisation, with a control signal flat, not every such curve was filed as active; inconclusive = small, poorly fitted or top-dose-only effect, or effect the other way, or a change in a side signal; inactive = no such curve, though single readings can be large or run the other way; the % refers to the polarisation; note: potency is the fitted concentration of half-maximal effect; % is set by controls: 0 for no effect and ±100 for the full control effect
# Target sequence (Q13526 whole entry, looked up): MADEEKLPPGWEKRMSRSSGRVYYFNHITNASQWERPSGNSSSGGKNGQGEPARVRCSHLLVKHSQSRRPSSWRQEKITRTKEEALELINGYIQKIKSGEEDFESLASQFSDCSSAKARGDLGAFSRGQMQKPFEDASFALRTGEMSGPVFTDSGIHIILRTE
# Pol eta inh: inhibitors of human DNA polymerase eta; Potency, µM (top dose mostly 114 µM), for the others: at the top dose activity change, negative = inhibition, usual class: inhibitors; 390,000 compounds, 1.2% hits; recombinant Pol eta, fluorescent DNA replication assay; note: potency is the fitted concentration of half-maximal effect; % is set by controls: 0 for no effect and ±100 for the full control effect
#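 Pol eta at 10 nM preincubated with compounds 15 min at room temperature; reaction started with fluorescent substrate (50 nM final) and read kinetically at 0 and 10 min.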
# Tb PGK inh: inhibitors of T. brucei phosphoglycerate kinase; PGK/GAPDH coupled, Kinase-Glo luminescence, 60 min; P07378; Potency, µM (series often up to 57.5 µM), for inactives: top-dose activity change, negative = inhibition, usual class: inhibitors; AID 602233; 380,000 compounds, 0.043% hits; note: potency is the fitted concentration of half-maximal effect; % is set by controls: 0 for no effect and ±100 for the full control effect; nearly all actives have a fitted effect of over 60% in size
# Target sequence (P07378 whole entry, looked up): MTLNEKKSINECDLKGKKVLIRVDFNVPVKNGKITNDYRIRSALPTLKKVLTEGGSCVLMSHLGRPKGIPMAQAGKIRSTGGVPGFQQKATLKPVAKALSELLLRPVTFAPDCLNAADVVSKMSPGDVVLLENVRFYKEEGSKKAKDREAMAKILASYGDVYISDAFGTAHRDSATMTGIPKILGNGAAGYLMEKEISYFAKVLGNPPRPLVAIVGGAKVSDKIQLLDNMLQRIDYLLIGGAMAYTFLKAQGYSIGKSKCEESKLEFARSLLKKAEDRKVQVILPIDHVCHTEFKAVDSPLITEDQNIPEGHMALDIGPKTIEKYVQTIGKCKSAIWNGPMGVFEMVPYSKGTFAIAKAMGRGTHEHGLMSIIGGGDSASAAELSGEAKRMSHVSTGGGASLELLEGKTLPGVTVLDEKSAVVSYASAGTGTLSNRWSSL
#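 Recombinant glycosomal PGK reaction used 1,3-bisphosphoglycerate generated in-well by GAPDH (100nM final) in 100mM TEA pH 7.6, 5mM MgCl2, 0.01% Tween-20. After 60 minutes at room temperature, ATP was read by Kinase-Glo Plus luminescence end-point.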
# HP1b binding inh: blocks HP1-beta chromodomain binding to methylated histone tails; P83916; AlphaScreen HP1-beta / biotin-H3K9me3 peptide binding; Potency, µM (highest dose often 114 µM), for inactives: at the top dose activity change, negative = inhibition, hits mostly inhibitors; 390,000 compounds, 0.56% hits; AID 540317; note: potency is the fitted concentration of half-maximal effect; nearly all actives have a fitted effect of over 70% in size; inactives centre near 23
# Target sequence (P83916 whole entry, looked up): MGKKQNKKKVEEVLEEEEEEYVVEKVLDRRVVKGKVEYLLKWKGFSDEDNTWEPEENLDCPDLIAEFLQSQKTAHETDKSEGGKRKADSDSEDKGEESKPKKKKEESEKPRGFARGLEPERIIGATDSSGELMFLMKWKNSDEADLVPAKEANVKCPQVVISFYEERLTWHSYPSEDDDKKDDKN
#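 AlphaScreen: HP1-beta (50 nM) preformed 30 min with biotin-H3(1-18)K9me3 peptide (50 nM) in PBS pH 7.4, 0.01% Tween-20. Compound added for 30 min at RT, then streptavidin donor/nickel chelate acceptor beads (10 ug/mL) for 30 min.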
# * hit, by the source's call; i = inactive; u = inconclusive; x = not tested or not shown; [ ] = another dose, or the depositor's remark. Unless noted, calls come from the whole dose curve; as a rule, active = well fitted curve in the direction sought with a large enough effect; inconclusive = small, poorly fitted or top-dose-only effect, or another doubt; inactive = no such curve, though single readings can be large; an effect the other way counts as inactive or inconclusive. Some of the compounds tested. The share of hits here may be higher or lower than overall.
SMILES,BAZ2B block,JMJD2A Tudor,PI4K2A inh,G9a inh,GLS inhibitor,Pin1 inhibitor,Pol eta inh,Tb PGK inh,HP1b binding inh
CCCOc1ccc(C2CC(=O)Nc3c2c(=O)n(C)c(=O)n3C)cc1OC (stereo not given),0%,u,1,7%[59 µM],-2%,-5%,-22%,8%,35%
CCOC(=O)C1CCCN(C(=O)c2ccc(S(=O)(=O)N3CCCC3)cc2)C1 (stereo not given),11%,-14%,3,-2%,0%,-5%,-3%,-8%,7%
Cc1nccn1S(=O)(=O)c1cc([N+](=O)[O-])ccc1Cl,-22%,-35%,-4,-8%[59 µM],1%,0%,-4%,2%,46%
CCOC(=O)C1CCCN(C(=O)c2ccc3c(c2)N(C)C(=O)/C(=C/c2ccccc2Cl)S3)C1 (stereo not given),-15%,-18%,-1,x,10%,36%[activator],0%,-3%,24%
Cc1ccccc1OCC(=O)NNC(=O)c1cc(S(=O)(=O)N2CCOCC2)ccc1N1CCCC1,12%,-10%,-4,5%,17%,-1%,-11%,i,26%
C/C(=N\N=C(/N)SC1CC(=O)N(c2ccccc2)C1=O)c1cccs1 (stereo not given),-5%,u,-2,-31%[59 µM],16%,-5%,-15%,-2%,-3%
Cc1ccc2c(c1)N(CCCC(=O)NCCC1=CCCCC1)C(=O)CO2,-3%,-1%,2,-44%,6%,0%,-6%,-7%,12%
CC1CC(CC(C)C(=O)Nc2nncs2)C(=O)O1 (stereo not given),48%[activator],-6%,0,8%,4%,1%,-4%,-7%,25%
O=C(NN1C(=O)c2cc(Br)ccc2NC1c1ccccc1Cl)c1ccncc1 (stereo not given),-26%,-8%,7,6%,0%,6%,-16%,-10%,36%
O=C(Nc1cccc(F)c1)C1CCN(c2nc3ccccc3[nH]2)CC1,-1%,0%,3,5%[59 µM],1%,5%,-25%,-2%,28%[57 µM]
C(#Cc1ccc(C#CCN2CCCC2)cc1)CN1CCCC1,-8%,-33%,0,u,-7%,3%,-24%,i,5%
CC1CCN(S(=O)(=O)c2ccc3c(c2)N(CC(=O)NCc2ccccc2Cl)C(=O)CO3)CC1,-6%,-1%,-1,19%[59 µM],-4%,18%,-4%,-9%,69%[activator]
CC(C)C(NC(=O)c1ccccc1)C(=O)NCc1ccccn1 (stereo not given),8%,-1%,0,12%[12.7 µM],-1%,6%,-6%,-2%,21%
COc1ccc(CNCc2ccc(C(F)(F)F)cc2)cc1OC,-17%,89µM*,2,79µM*,-11%,-2%,-16%,-6%,-6%
O=C(CSc1nc2c(sc3ccccc32)c(=O)n1CCCN1CCOCC1)NC1CCCC1,9%,-23%,5,21%,1%,1%,u,-8%,10%
COc1cccc(NC(=O)Nc2ccc(Br)cn2)c1,4%,-7%,7,0%,17%,u,-4%,11%,36%
O=C1Nc2ccccc2C12OC1CCCCC1O2 (stereo not given),-3%,-13%,-1,-19%[2.33 µM],-5%,7%,-11%,i,20%
Nc1c(C(=O)NCc2ccco2)sc2nc3c(cc12)C(=O)CCC3,u,56µM*,-23,u,-10%,u,32µM*,-12%,-3%
COc1ccc(OCc2cc(C(=O)NCCc3ccccc3)no2)c(Cl)c1,2%[57.1 µM],11%,3,11%,-8%,2%,4%,2%,67%[activator]
Cc1cc(=O)oc2cc(NC(=O)c3ccccc3Cl)ccc12,-10%,0%,-2,21%,4%,-6%,9%,6%,9%
CN(C)c1ccc2c3c(ccc(N(C)C)c13)COC2,4%,-3%,3,x,-5%,-2%,-12%,0%,22%
CC1=C(C(=O)OC2CCCCCC2)C(c2cccc(F)c2F)CC(=O)N1 (stereo not given),6%,-5%,17,-26%[59 µM],-10%,-1%,-14%,4%,20%
CC(C)Sc1cc(N2CCOCC2)nc(-c2ccccc2)n1,15%,57%[activator],3,110%[activator],-8%,-2%,u,-7%,89%[activator]
CCCCOC(=O)c1ccc(NC(=O)CSCc2n[nH]c(=O)[nH]2)cc1,7%,-14%,7,-13%[59 µM],-3%,-1%,-4%,-5%,46%
COc1ccc(CCCC(=O)N/N=C/c2cccc(OC)c2O)cc1C,-1%,-9%,-4,5%[59 µM],16%,6%,3%,-9%,34%
CCn1cc(CN(C)C(=O)/C=C/c2ccc([N+](=O)[O-])cc2)c(C)n1,3%,-9%,2,-1%,14%,-2%,-14%,1%,11%
O=C(O)CCc1nn2c3ccccc3nc2n(-c2ccccc2)c1=O,8%,-18%,8,-3%[12.7 µM],-1%,-1%,0%,2%,12%
Cc1ccc(-c2nnn3c2nc(NC(C)C)c2ccccc23)cc1,7%,10%,0,-9%[2.33 µM],3%,6%,5%,-4%,46%[activator]
Cc1ccc(-n2nc3c(N4CCCC(C(=O)NCc5ccc(Cl)cc5)C4)nnc(C)c3c2C)cc1 (stereo not given),-15%,-15%,4,-33%[59 µM],u,17%,u,-10%,15%
Cc1c(OC(C)C(=O)NCCCN2CCCC2=O)ccc2c3c(c(=O)oc12)CCCC3 (stereo not given),-24%,-8%,1,-32%,-4%,-3%,-8%,i,61%[activator]
C=CCN1C(=Nc2ccccc2)SC/C1=C\C(=O)OC,28%,36%[activator],7,3%[59 µM],3%,6%,-20%,2%,55%[activator]
O=c1c(S(=O)(=O)c2ccccc2)cn(Cc2cccc(F)c2)c2cc(N3CCCC3)c(F)cc12,-33%,-18%,3,-16%[59 µM],1%,-4%,-11%,i,60%[activator]
CSc1cnn(Cc2ccccc2)c(=O)c1SCc1ccccc1,13%,35%,-4,8.9µM*,5%,0%,-21%,-2%,60%[activator]
COc1ccc2cc(CNc3ccc(OC)c(OC)c3)c(=O)n(CC(=O)Nc3ccc(C)cc3)c2c1,-13%,2%,-5,2.8µM*,-5%,u,-21%,11%,23%
CCOC(=O)c1c(C)oc2ccc(N(C(=O)Oc3ccccc3)S(=O)(=O)c3ccccc3)cc12,5%,-10%,-1,1%[59 µM],0%,u,-14%,-1%,40%[activator]
Cc1cccc(NC(=O)c2nc[nH]c2C(=O)NC[C@H](C)O)c1,x,x,-8,x,-4%,x,-6%,-2%,x
O=C(O)c1cccc(NC(=S)NCc2ccccc2)c1,-17%,-20%,0,-27%,-2%,4%,-2%,5%,13%
Cc1cccc(OCC(=O)Nc2ccc(N3CCCC3)cc2)c1C,x,u,-1,28µM*,u,-2%,8%,-13%,-23%
Cc1cccnc1NC(=O)C1CCN(S(=O)(=O)c2ccc3ccccc3c2)CC1,-13%,-15%,1,u,-6%,6%,-16%,-3%,20%
CC(=O)c1ccc(OCc2cccc(C(F)(F)F)c2)cc1O,165%[activator],232%[activator],-3,431%[activator],-6%,-5%,-20%,-3%,365%[activator]
CCCCCC(=O)N1CC2(CC(c3cccc(NC(=O)CC)c3)=NO2)C[C@H]1C(N)=O (stereo not given in full),5%,-20%,-1,-6%[12.7 µM],7%,2%,0%,-10%,7%
CC(=O)NC(CCS(C)(=O)=O)C(=O)Nc1nccs1 (stereo not given),-30%,10%[11.4 µM],-1,u,3%,0%,-18%,i,-10%
c1ccc(-c2ccc(-c3cnc4n3CCCCC4)cc2)cc1,50µM*,56µM*,-1,18µM*,-15%,-3%,-20%,-1%,-43%
CCOC(=O)c1ccc(NC(=O)CN2C(=O)NC3(CCCCCC3)C2=O)cc1,-6%,-10%,10,2%,-2%,1%,-27%,-6%,36%
CC(C)NC(=O)N1CCCN(c2nc3ccc(Cl)cc3s2)CC1,-3%,-6%,-1,x,21%,3%,9%,-8%,29%
Cc1ccc2c(c1)c1c(c(=O)n(Cc3ccccc3)c(=O)n1Cc1ccccc1F)n2C,-4%,10%,-2,u,9%,-1%,-10%,4%,47%[activator]
CNc1nc(Oc2ccccc2C(=O)OC)nc(SC)n1,7%,-13%,1,13%[59 µM],-11%,-3%,8%,-3%,19%
CC(C)CCC(CCN1CCCC1)c1ccc2c(c1)OCO2 (stereo not given),-35%,1.4µM*,-3,-4%,-3%,u,-12%,-10%,u

# Next part (4 carried over from the part before).
SMILES,BAZ2B block,JMJD2A Tudor,PI4K2A inh,G9a inh,GLS inhibitor,Pin1 inhibitor,Pol eta inh,Tb PGK inh,HP1b binding inh
CC(C)NC(=O)N1CCCN(c2nc3ccc(Cl)cc3s2)CC1,-3%,-6%,-1,x,21%,3%,9%,-8%,29%
Cc1ccc2c(c1)c1c(c(=O)n(Cc3ccccc3)c(=O)n1Cc1ccccc1F)n2C,-4%,10%,-2,u,9%,-1%,-10%,4%,47%[activator]
CNc1nc(Oc2ccccc2C(=O)OC)nc(SC)n1,7%,-13%,1,13%[59 µM],-11%,-3%,8%,-3%,19%
CC(C)CCC(CCN1CCCC1)c1ccc2c(c1)OCO2 (stereo not given),-35%,1.4µM*,-3,-4%,-3%,u,-12%,-10%,u
CCCc1sc(N/N=C/c2ccccn2)nc1-c1ccc(Br)cc1,-33%,50µM*,6,-5%[59 µM],9%,4%,-27%,-4%,6%
Cc1nnc2c3ccccc3ccn12,x,1%,2,x,3%,-4%,-6%,3%,33%
COc1ccccc1CNC(=O)Cn1ncc2c(C)n(Cc3ccccc3Cl)c(C)c2c1=O,-18%,-7%,0,-1%[59 µM],-3%,23%,-7%,5%,37%
Fc1ccccc1-c1nc(-c2ccc(-c3nn[nH]n3)cc2)no1,x,-25%,-8,x,9%,0%,8%,2%,15%
c1ccc(-c2nnc3n2NC(c2ccc4c(c2)OCO4)S3)cc1 (stereo not given),-32%,22µM*,3,u,-2%,2%,-10%,3%,u
O=c1nc(NCc2ccco2)sc2ncccc12,3%,-10%,-6,3%[12.7 µM],2%,3%,-10%,x,20%
CC(C)c1cccc(C(C)C)c1NC(=S)Nc1cccc(Cl)c1,-4%,-1%,1,4%,-9%,-1%,-17%,-2%,37%
